KCNQ2 inh: KCNQ2 potassium channel inhibitors, primary screen, cell-based, CHO-K1, FluxOR thallium flux, B-score (AID 2156) | B-score at 10 µM | 20 min; active compounds read low | O88943 | 310,000 tested, 1.1% active;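 active means fluorescence ratio B-score at most minus 3 library SDs, with starting brightness B-score within 2 library SDs, cut at about -5.5 in these data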
Kir21 block: Kir2.1 (mouse) channel inhibition | P35561 | HEK293-Kir2.1, FluxOR thallium flux fluorescence; active compounds read low | B-score at 10 µM | 310,000 tested, 0.85% active | AID 1672;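 active means fluorescence ratio B-score at or below minus 3 SD of library scores, with starting-brightness B-score within 2 SD, cut at about -4.2 in these data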;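 further: channel flux triggered by added potassium and thallium sulfate stimulus; B-score of peak minus minimum fluorescence over baseline after thallium stimulus; more negative B-score means stronger Kir2.1 block with less thallium influx; some compounds called inactive have numbers as strong as hits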
Target sequence (P35561 whole entry, looked up): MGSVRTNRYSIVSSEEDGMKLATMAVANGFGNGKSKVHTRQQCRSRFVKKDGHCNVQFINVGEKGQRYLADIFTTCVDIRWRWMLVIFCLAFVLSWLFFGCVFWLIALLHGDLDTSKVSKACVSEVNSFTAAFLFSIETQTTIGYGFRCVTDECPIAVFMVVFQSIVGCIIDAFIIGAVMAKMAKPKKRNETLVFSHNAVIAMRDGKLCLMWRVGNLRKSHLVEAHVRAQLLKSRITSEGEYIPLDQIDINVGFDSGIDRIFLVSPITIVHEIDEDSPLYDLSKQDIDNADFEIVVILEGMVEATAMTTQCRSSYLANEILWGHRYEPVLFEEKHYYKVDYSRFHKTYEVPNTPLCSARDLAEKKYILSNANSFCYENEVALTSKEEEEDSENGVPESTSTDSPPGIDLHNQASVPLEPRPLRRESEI
* marks the source's active call; other numbers are inactive results; i = inactive. Not a hit list; about 1.8% have a hit in one of these screens.

Order of values – KCNQ2 inh	Kir21 block
[1] Cn1c(=O)c2c(nc(N/N=C/c3ccco3)n2C)n(C)c1=O
    i	0.63
[2] N=C1C(c2ccccc2)=C(O)CN1NC(=O)c1ccc(Cl)cc1
    i	1.3
[3] CSc1nc(SC(C)C(=O)O)c2c3c(sc2n1)COC(C)(C)C3 (stereo not given)
    i	-0.36
[4] O=C(CSc1ncn(-c2ccccc2)n1)Nc1nncs1
    i	-0.28
[5] COc1ccc(-c2cc3ccc(OC(C)C(=O)O)cc3oc2=O)cc1 (stereo not given)
    i	0.24
[6] C/C(=N/OCc1ccc(Br)cc1)c1ccccn1
    i	0.29
[7] O=c1c2c(nc3nc[nH]n13)CCC2
    i	0.49
[8] CC(C)(C)C1CCC(C(=O)Nc2ccccc2)CC1 (stereo not given)
    i	0.43
[9] O=c1[nH]c2cc3c(cc2cc1C(c1nnnn1C1CCCC1)N1CCSCC1)OCCO3 (stereo not given)
    i	-2.1
[10] O=C(O)C1C2C=CC(O2)C1C(=O)NC1CCCc2ccccc21 (stereo not given)
    i	2
[11] C/C(=C\C(=O)O)C(=O)Nc1nccs1
    i	0.39
[12] COC(=O)c1ccc(C2C(C(=O)c3ccco3)=C(O)C(=O)N2CC2CCCO2)cc1 (stereo not given)
    i	-1.6
[13] Cc1ccnc2nc(C(=O)Nc3nnc(-c4ccc(Cl)cc4)o3)nn12
    i	1.3
[14] CCOCCOC(=O)c1ccc(NC(=O)C2COc3ccccc3O2)cc1 (stereo not given)
    i	-0.22
[15] CCCCNC(=O)CSc1nc2ccc(NC(=O)CSc3nnc(COc4ccccc4C)n3C)cc2s1
    i	0.06
[16] CC(=O)Nc1ccc(NC(=O)c2nc(S(=O)(=O)Cc3cccc(C)c3)ncc2Cl)cc1
    i	0.03
[17] CCOC(=O)c1cccc(NC(=O)CCc2nc(-c3ccc(C)cc3)no2)c1
    i	-0.85
[18] Cn1nnnc1SCC(=O)NCc1ccco1
    i	-2.4
[19] CCN(CC)C(=O)Cc1c(O)c2ccccc2[nH]c1=O
    i	0.09
[20] Cc1cccc(-n2c(O)c(C=Nc3ccc(O)cc3)c3ccccc3c2=O)n1
    i	-0.73

Nos. 1–2, quoted:
Order of values – KCNQ2 inh	Kir21 block
[1] Cn1c(=O)c2c(nc(N/N=C/c3ccco3)n2C)n(C)c1=O
    i	0.63
[2] N=C1C(c2ccccc2)=C(O)CN1NC(=O)c1ccc(Cl)cc1
    i	1.3

Continuation:
Order of values – KCNQ2 inh	Kir21 block
[21] CCOC(=O)C(C)Sc1nnc(-c2ccccc2O)n1Cc1ccccc1 (stereo not given)
    i	-0.68
[22] CCN(CC)CCN(C(=O)c1cc2c(ccc3ccccc32)oc1=O)c1nc2cc3c(cc2s1)OCCO3
    i	0.72
[23] CC1=CC(c2ccccc2)n2nc(N3C(=O)CCC3=O)nc2N1 (stereo not given)
    i	0.32
[24] O=C(N/N=C/c1ccc(OC(=O)c2ccccc2)cc1)c1cccnc1
    i	1.9
[25] CNC(=O)c1ccc2nc(NC(C)=O)sc2c1
    i	1.7
[26] Cc1ccccc1-c1nc(CS(=O)(=O)CC(=O)NC2CCCCC2C)c(C)o1 (stereo not given)
    i	-0.05
[27] CCN(CC)S(=O)(=O)c1ccc(C(=O)NCC(c2cccs2)N2CCOCC2)cc1 (stereo not given)
    i	2.3
[28] CCS(=O)(=O)N1CCN(S(=O)(=O)c2ccc(S(=O)(=O)NC3CC3)cc2)CC1
    i	0.24
[29] Cc1nn(C)cc1S(=O)(=O)N1CCCCC1C (stereo not given)
    i	-0.61
[30] Cn1c(=O)c2ccccc2n(CC(=O)NCCC2=CCCCC2)c1=O
    i	-1.4
[31] CCc1ccccc1N(CC(=O)NCCSCc1ccco1)S(C)(=O)=O
    i	2
[32] Cc1cccc(OCC(=O)NC(=S)Nc2ccc(S(=O)(=O)NC3CCCCC3)cc2)c1
    i	0.96
[33] Cc1ccc(-c2nn(-c3ccccc3)cc2CO)cc1
    i	-0.54
[34] CCOC(=O)c1[nH]c(CO)c(C(=O)OCC)c1C
    i	-0.7
[35] CCOc1ccc(OCC)c(S(=O)(=O)n2cc(C)nc2CC)c1
    i	-0.32
[36] Nc1ccc(C(=O)OCc2nc3cc4ccccc4cc3[nH]2)cc1
    i	1.3
[37] O=C(CSc1cccc2cccnc12)Nc1cccc(S(=O)(=O)N2CCOCC2)c1
    i	-1.8
[38] O=C(COc1ccccc1[N+](=O)[O-])OCCCOC(=O)COc1ccccc1[N+](=O)[O-]
    i	-0.62
[39] CN(C)S(=O)(=O)c1cccc(C(=O)NCCNC(=O)c2cccc(S(=O)(=O)N(C)C)c2)c1
    i	2.5
[40] CCN(CC)CCOCCOc1ccc(Cl)c2ccccc12
    i	-2.5
[41] O=C(NCCN1C(=O)C2C3C=CC(C3)C2C1=O)N1CCOCC1 (stereo not given)
    i	-0.07
[42] CC1(C)Cc2c(C#N)c(NC3CCCCC3)nc(-c3ccco3)c2CO1
    -13*	-1.4
[43] Cc1onc(-c2ccccc2)c1C(=O)NCC1COc2ccccc2O1 (stereo not given)
    i	-2.6
[44] O=C(O)CN1C(=O)/C(=C/c2cccc(Cl)c2)Oc2ccccc21
    i	-0.42
[45] COc1ccccc1C(=O)NCC(=O)NC(C)CCc1ccccc1 (stereo not given)
    i	-0.61
[46] O=C(NC(=S)NC1CCSC1=O)c1ccccc1 (stereo not given)
    i	-0.93
[47] CCN(CC)c1nc2ccccc2n2cnnc12
    i	0.03
[48] O=C(N/N=C/c1ccco1)c1ccc(OCc2ccccc2)cc1
    i	2.1
[49] Cc1ccc(NCC(=O)Nc2ccc(Br)cc2)cc1C
    i	0.12
[50] CN(C)S(=O)(=O)c1cccc(NC(=O)COC(=O)CNC(=O)c2cccc([N+](=O)[O-])c2)c1
    i	0.56
[51] Cc1ccc2c(Cl)c(C(=O)NCCCn3ccnc3)sc2c1
    i	-4.1
[52] COc1cc(CCCN2C(=O)C(=O)NC[C@@H]2Cc2ccc(O)cc2)cc(OC)c1OC
    i	2.3
[53] CCOc1ccc(N=Cc2c(C)[nH]n(-c3nc4ccccc4[nH]3)c2=O)cc1
    i	-1.3
[54] C=C(C)COc1ccc(-c2n[nH]c(C)c2-c2ccc(OC)c(OC)c2)c(O)c1
    i	0.52
[55] O=C(CSc1nc2ncc(Br)cc2[nH]1)Nc1ccccc1-c1ccccc1
    i	-0.36
[56] CCOC(=O)c1c(CN(C)C)n(C)c2ccc(OC(C)=O)cc12
    i	0.02
[57] S=C(NCc1ccc(Cl)cc1)NN1CCOCC1
    i	0.68
[58] CN1CCN(S(=O)(=O)c2ccc(Oc3cccc(C(F)(F)F)c3)nc2)CC1
    i	0.28
[59] CC1(C)CC(=O)C(C(c2cccnc2)C2C(=O)CC(C)(C)CC2=O)C(=O)C1
    i	1.5
[60] CN(CC(=O)Nc1ccc(Cl)c(Cl)c1)Cc1nnc(-c2ccc(F)cc2)o1
    i	-0.79

Single records, from the list above. Values in the order: KCNQ2 inh	Kir21 block
CN1CCN(S(=O)(=O)c2ccc(Oc3cccc(C(F)(F)F)c3)nc2)CC1 reads i	0.28
O=C(NCCN1C(=O)C2C3C=CC(C3)C2C1=O)N1CCOCC1 (stereo not given) reads i	-0.07
C=C(C)COc1ccc(-c2n[nH]c(C)c2-c2ccc(OC)c(OC)c2)c(O)c1 reads i	0.52
CC1(C)Cc2c(C#N)c(NC3CCCCC3)nc(-c3ccco3)c2CO1 reads -13*	-1.4
Cc1onc(-c2ccccc2)c1C(=O)NCC1COc2ccccc2O1 (stereo not given) reads i	-2.6

Going on with the list.
Order of values – KCNQ2 inh	Kir21 block
[61] Cc1ccc(NC(=O)NC2CCCc3ccccc32)cc1 (stereo not given)
    -5.8*	-0.54
[62] COc1ccc(NC2(c3ccccc3)OC(=O)c3ccccc32)cc1 (stereo not given)
    i	0.19
[63] COc1ccc(-c2noc(CN(C(=O)C(C)(C)C)C(C)C)n2)cc1
    i	-0.23
[64] CCn1c(SCC(=O)NCCc2ccc(OC)c(OC)c2)nc2c1c(=O)n(C)c(=O)n2C
    i	1
[65] O=C(Nc1nc2ccc(C(=O)N3CCCCC3)cc2s1)C1CCCCC1
    i	-0.76
[66] C=CCn1c(=S)sc2c(=O)[nH]c(C)nc21
    i	3.2
[67] O=C(CCS(=O)(=O)c1ccc2c(c1)NC(=O)CS2)NCc1cccs1
    i	0.97
[68] COC(=O)Cc1cc(=O)oc2cc(O)ccc12
    i	0.21
[69] COc1cccc(CN2CCCC(C(=O)Nc3ccc(-c4cscn4)cc3)C2)c1 (stereo not given)
    i	-1.2
[70] Cc1cc(C)n(-c2ncnc3sc4c(c23)CC(C)CC4)n1 (stereo not given)
    i	0.72
[71] Cc1cccc(C)c1NC(=O)Cn1c(=O)n(CCC(=O)NCc2ccco2)c(=O)c2sccc21
    i	2.3
[72] Cc1ccc(/C=N/NS(=O)(=O)c2ccccc2)o1
    i	0.8
[73] CCCc1nc(SCC(=O)NCC2CCCO2)c2c(=O)n(C)c(=O)n(C)c2n1 (stereo not given)
    i	-1.5
[74] O=C1C=C(c2ccccc2)OC2(CCCC2)O1
    i	1.2
[75] COc1ccccc1C(=O)Nc1nnc(S(=O)(=O)N(C)Cc2ccccc2)s1
    i	1.6
[76] O=C(CSc1nc2ccccc2o1)NCc1ccco1
    i	-0.06
[77] CCC(C)NC(=O)c1cccc(OCc2c(C)noc2C)c1 (stereo not given)
    i	-0.91
[78] COc1cc(C)ccc1OCCOc1c(C)cc(Cl)cc1Cl
    i	0.23
[79] Cn1cc([N+](=O)[O-])c(C(=O)NCc2cc3cc(Cl)ccc3[nH]2)n1
    i	0.01
[80] CCC(=O)Nc1ccc(C(=O)CSc2nnc(-c3ccc(O)cc3)n2CC2CCCO2)cc1 (stereo not given)
    i	0.24
[81] O=C(Nc1ccc(Cn2nnc3ccccc32)cc1)c1ccco1
    i	-0.43
[82] CN(Cc1ccc(F)cc1)C(=O)c1cccc(S(=O)(=O)N2CCN(c3ccccc3)CC2)c1
    i	-0.99
[83] O=C(O)CCn1c(=O)c2ccccc2c2ccccc2c1=O
    i	0.8
[84] COc1ccc(NC(C)=O)cc1NC(C)C(=O)Nc1ccc(F)c(F)c1F (stereo not given)
    i	-0.46
[85] Brc1ccc(-c2nnc3sc(CNCc4ccc5c(c4)OCO5)cn23)cc1
    i	1.6
[86] CCCCCCCCC(=O)N/N=C(\C)c1cccnc1
    i	0
[87] CCCC(=O)NCCc1ccc(F)cc1
    i	-3.2
[88] NC(=O)CCC(C(=O)O)N1C(=O)c2ccc(O)cc2C1=O (stereo not given)
    i	-0.09
[89] Cc1cc(C)c2nc(SCC(=O)NC(=O)c3cccn3C)cc(C)c2c1
    i	-0.3
[90] COc1ccc(NC(=O)Cc2ccc(Cl)c(Cl)c2)cn1
    i	-0.95
[91] CC1(C)C(N(O)C(=O)Nc2ccccc2)N(c2cccc(Cl)c2)C(=O)N1O (stereo not given)
    i	0.1
[92] CCOC(=O)Cn1nc(NC(=O)COc2ccc(F)cc2)cc1C
    i	-0.55
[93] COc1ccc(NC(=S)Nc2ccc(C)c(S(=O)(=O)N3CCCCC3)c2)cc1
    i	-1.7
[94] CC1(C(=O)OCC(=O)NNC(=O)COc2ccc(Cl)cc2)CC1(Cl)Cl (stereo not given)
    i	0
[95] O=C1CCc2cc(S(=O)(=O)N3CCN(Cc4ccc5c(c4)OCO5)CC3)ccc2N1
    i	0.02
[96] COc1ccc(/C=C2\SC(N3CCc4ccccc4C3)=NC2=O)cc1OC
    i	-0.21
[97] O=C(NCc1ccc(F)cc1)c1cc(-c2ccncc2)nc2ccccc12
    i	0.02
[98] Cc1ccc(C(NC(=O)N2CCCC2)C(Cl)Cl)cc1F (stereo not given)
    i	-1.1
[99] Cc1ccnc(NC2c3ccccc3C(=O)N2Cc2ccccc2Cl)c1 (stereo not given)
    i	-1.5
[100] COc1ccccc1N1C(=NC(=O)C(C)Oc2ccccc2)SC2CS(=O)(=O)CC21 (stereo not given)
    i	1.6
[101] CCCCCC(=O)Nc1ccc(N2CCN(S(C)(=O)=O)CC2)cc1
    i	-1.6
[102] COc1cc(CNc2nc3ccccc3[nH]2)cc(OC)c1OC
    i	1.6
[103] COCCNC(=O)C1CCCN(S(=O)(=O)c2ccc3c(c2)CC(C)N3C(=O)C2CC2)C1 (stereo not given)
    i	-0.29
[104] COc1cc(C(=O)Nc2nnc(C)s2)c([N+](=O)[O-])cc1OC
    i	-1.5
[105] CC(C)(C)c1ccc(OCC(O)CN2CCN(c3ccccn3)CC2)cc1 (stereo not given)
    i	1.3
[106] CCc1ccc(CNC(=O)CCc2nnc(Cc3cccc(C(F)(F)F)c3)o2)nc1
    i	-0.01
[107] Cc1cccc(S(=O)(=O)Nc2nc3ccccc3nc2NCc2ccc3c(c2)OCO3)c1
    i	-0.87
[108] O=C(CSc1nnc(-c2ccc(F)cc2)o1)NC1CCCC1
    i	-0.79
[109] CCC1CCc2c(sc(NC(=O)c3cnccn3)c2C(N)=O)C1 (stereo not given)
    i	0.24
[110] CN(CC(=O)Nc1ccc(F)c(F)c1F)C1CCCCC1
    i	-0.34
[111] O=C1CCN(C(=O)Nc2ccccc2Cl)N1
    i	-1.1
[112] Cc1cc(=O)c2cc(NC(=O)c3ccccc3Cl)ccc2[nH]1
    i	0.37
[113] CC(C)Cn1cnc2c1c(=O)n(CC(O)c1ccccc1)c(=O)n2CC(C)C (stereo not given)
    i	1.3
[114] Cc1cc(-c2ccc(C)c(S(=O)(=O)NCCCN(Cc3ccccc3)C(C)C)c2)on1
    i	-2.9
[115] Cc1cc(N2CCCCC2)nc2c(C)cccc12
    i	-0.15
[116] Cc1cc(NC(=O)CCC(=O)N(CC(=O)NCC2CCCO2)c2ccc3c(c2)OCCO3)no1 (stereo not given)
    i	-0.06
[117] O=[N+]([O-])c1ccc(S(=O)(=O)NNC(=S)NCCc2ccccc2)cc1
    i	0.82
[118] COc1ccccc1C(=O)NC(=O)COC(=O)Cc1ccccc1[N+](=O)[O-]
    i	0.03
[119] O=C1NCCCCC1NS(=O)(=O)c1ccc(F)c(F)c1 (stereo not given)
    i	0.02
[120] O=C(COc1ccc(Cl)cc1)N1CCCC1
    i	2.5

Screening results from PubChem BioAssay.
